Screening results (PubChem)
TEAD-YAP block – TEAD-YAP interaction inhibition | HEK-TIYL cells, TEAD-Gal4/YAP UAS-luciferase luminescence | inhibition, % at 9.12 µM | 640,000 tested, 1.4% active; in the data active = inhibition above about 32%;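 also: 0% = median of test compound wells and 100% = reference inhibitor wells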
FBW7 activator – activators of human E3 ligase FBW7 | AID 1259310 | 650,000 tested, 0.13% active | normalized activity (activation), % at 26.1 µM | Q969H0 | AlphaScreen FBW7–phospho-cyclin E peptide binding, activator screen; in the data active = normalized activity above about 1.9%;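 also: purified mutant Fbw7 with reduced substrate affinity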
MITF inh – inhibitors of human MITF. AlphaScreen MITF homodimerization, bead proximity signal. inhibition, % at 2.6 µM. 650,000 tested, 0.91% active. AID 1259374; in the data active = inhibition above about 50%;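 also: 0% = vehicle wells with protein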
Target sequence (O75030 whole entry, looked up): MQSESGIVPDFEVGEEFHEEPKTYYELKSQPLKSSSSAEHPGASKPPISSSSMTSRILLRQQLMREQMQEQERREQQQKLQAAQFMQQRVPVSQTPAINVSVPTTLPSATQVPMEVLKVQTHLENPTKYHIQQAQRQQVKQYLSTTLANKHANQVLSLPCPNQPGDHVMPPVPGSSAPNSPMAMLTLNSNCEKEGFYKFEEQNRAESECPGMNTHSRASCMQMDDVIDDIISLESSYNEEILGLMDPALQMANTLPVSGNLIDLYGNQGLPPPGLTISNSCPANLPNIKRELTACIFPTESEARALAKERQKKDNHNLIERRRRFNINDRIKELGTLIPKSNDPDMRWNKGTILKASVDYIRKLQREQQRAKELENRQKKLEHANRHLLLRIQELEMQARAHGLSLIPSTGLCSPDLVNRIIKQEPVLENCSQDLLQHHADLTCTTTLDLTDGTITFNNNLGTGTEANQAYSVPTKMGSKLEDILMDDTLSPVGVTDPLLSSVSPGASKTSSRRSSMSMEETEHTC
GPR151 ag – human GPR151 activation; Q8TDV0; activation, % at 11.2 µM; PathHunter beta-arrestin GPR151 cells, luminescence; 650,000 tested, 1% active; in the data active = activation above about 4.9%;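 also: 0% = median of compound wells and 100% = cells with positive control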
Target sequence (Q8TDV0 whole entry, looked up): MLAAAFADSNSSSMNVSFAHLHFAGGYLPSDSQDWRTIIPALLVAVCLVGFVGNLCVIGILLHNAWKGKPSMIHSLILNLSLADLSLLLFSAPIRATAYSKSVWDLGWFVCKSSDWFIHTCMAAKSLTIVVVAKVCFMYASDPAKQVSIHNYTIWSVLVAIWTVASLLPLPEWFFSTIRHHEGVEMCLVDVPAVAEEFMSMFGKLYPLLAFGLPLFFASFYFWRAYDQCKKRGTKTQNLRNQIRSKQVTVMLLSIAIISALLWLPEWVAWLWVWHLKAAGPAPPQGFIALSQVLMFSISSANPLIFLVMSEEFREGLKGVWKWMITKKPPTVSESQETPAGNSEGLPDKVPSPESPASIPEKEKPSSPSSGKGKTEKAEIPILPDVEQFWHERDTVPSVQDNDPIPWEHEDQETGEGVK
An asterisk follows results filed as active; & = joins results of further samples.

Letters – A = TEAD-YAP block; B = FBW7 activator; C = MITF inh; D = GPR151 ag
COc1cccc(C(=O)N2CCC(Cc3ccccc3)CC2)c1OC
  A: -7; B: 0.0; C: -3; D: 1.4

COc1ccc(CCNC(=O)c2ccc3nc(-c4ccc(C(N)=O)cc4)sc3c2)cc1
  A: -5; B: 0.1; C: 7; D: 0.2

CCOC(=O)c1c(NC(=O)c2cccc(C)c2)sc(C(=O)Nc2ccc(C)c(Cl)c2)c1C
  A: 1; B: -0.1; C: 1; D: 1.8

COc1cc(NC(=O)Cc2ccc(Cl)cc2)cc(OC)c1
  A: -10; B: 0.1; C: -2; D: 2.3

Cc1sc2nc(C)n(Cc3cccc(F)c3)c(=O)c2c1C
  A: 1; B: 0.0; C: 8; D: 0.0

Cc1ccc(C(=O)NCc2cnn(C)c2)cc1[N+](=O)[O-]
  A: -2; B: -0.1; C: -4; D: -1.1

O=C(O)COc1ccc(/C=C2/NC(=O)N(c3ccccc3)C2=O)cc1
  A: 1; B: -0.1; C: 10; D: 0.8

CC(=O)Nc1ccc(S(=O)(=O)N2CC(C)OC(C)C2)cc1 (stereo not given)
  A: 7; B: -0.1; C: 1; D: 0.4

Cn1c(SCCN2CCOCC2)nnc1-c1cnccn1
  A: 5; B: 0.1; C: 20; D: 0.9

CCc1ccc(-n2c(=S)sc3c(=O)n(-c4ccccc4C)c(SCC(=O)Nc4cc(C)[nH]n4)nc32)cc1
  A: 14; B: 0.4; C: 2; D: 0.3

CCOc1ccccc1CN1CCCC(CNC(=O)Cc2ccc(OC)cc2)C1 (stereo not given)
  A: 6; B: -0.1; C: 13; D: -1.3

COc1ccccc1NC(=O)CC[C@H]1CN(Cc2ccccc2)CC[C@H]1N(C)C
  A: 1; B: 0.7; C: 13; D: -0.2

COc1ccc(OCC(O)CN2CCN(Cc3ccccc3)CC2)cc1 (stereo not given)
  A: 7; B: 0.1; C: 21; D: -0.9

Cn1c(=O)c2sccc2n2c(CCCC(=O)N3CCN(c4ncccn4)CC3)nnc12
  A: -3; B: -0.3; C: -2; D: -0.6

O=C(c1nn2c(c1Br)NC(c1cccs1)CC2C(F)(F)F)N1CCCc2ccccc21 (stereo not given)
  A: 20; B: 0.0; C: -5; D: 3.6

CC1CCc2c(sc3ncn4c(=O)n(CC(=O)N5CCCCCC5)nc4c23)C1 (stereo not given)
  A: -2; B: -0.1; C: 1; D: 0.4

CCOc1ccc2nc(N3CCCCC3)sc2c1
  A: 53*; B: 0.0; C: 3; D: -6.3

CC1=NN(c2ccccc2Cl)C(=O)/C1=C\c1ccccc1OCC(=O)O
  A: -2; B: -0.5; C: 2; D: 0.3

Cc1ccc(/C(O)=C2\C(=O)C(=O)N(c3nnc(C)s3)C2c2ccc(C)cc2)cc1 (stereo not given)
  A: -8; B: -0.1; C: -9; D: -0.9

CCOc1ccccc1N(C)S(=O)(=O)c1ccc2c(c1)CCN2C(=O)CCC(=O)O
  A: 2; B: -0.1; C: -6; D: 0.2

CCOC(=O)C1C(c2cccc(F)c2)NC(=O)N(C)C1(O)C(F)(F)F (stereo not given)
  A: 9; B: 0.2; C: 4; D: -0.3

O=C(Cn1c(=O)n(Cc2ccccc2)c(=O)c2oc3ccccc3c21)Nc1cccc(F)c1
  A: 10; B: 0.3; C: -13; D: 0.4

O=C(CSc1ccc(-c2ccco2)nn1)Nc1ccc(Cl)cc1
  A: 8; B: 0.1; C: 17; D: -1.2

CCSc1nc2sccn2c(=O)c1C(=O)N1CCC2(CC1)OCCO2
  A: -2; B: 0.4; C: -1; D: 0.0

Cc1ccc(NC(=O)Nc2ccccc2C)cc1
  A: -52; B: -0.1; C: -20; D: -5.0

Pulled by compound from the entries so far, four records:
Letters – A = TEAD-YAP block; B = FBW7 activator; C = MITF inh; D = GPR151 ag
CC(=O)Nc1ccc(S(=O)(=O)N2CC(C)OC(C)C2)cc1 (stereo not given)
  A: 7; B: -0.1; C: 1; D: 0.4

Cc1ccc(/C(O)=C2\C(=O)C(=O)N(c3nnc(C)s3)C2c2ccc(C)cc2)cc1 (stereo not given)
  A: -8; B: -0.1; C: -9; D: -0.9

COc1ccc(OCC(O)CN2CCN(Cc3ccccc3)CC2)cc1 (stereo not given)
  A: 7; B: 0.1; C: 21; D: -0.9

CCOc1ccccc1N(C)S(=O)(=O)c1ccc2c(c1)CCN2C(=O)CCC(=O)O
  A: 2; B: -0.1; C: -6; D: 0.2

New compounds follow
Letters – A = TEAD-YAP block; B = FBW7 activator; C = MITF inh; D = GPR151 ag
CN(c1ccccc1)c1ccc(/C=N/N2CCOCC2)cc1
  A: -51; B: -0.1; C: 14; D: -0.1

CC1=C(C(=O)Nc2ccccc2)C(c2cccc([N+](=O)[O-])c2)NC(=S)N1 (stereo not given)
  A: -7; B: 0.0; C: -9; D: -1.1

CC(C(=O)c1ccccc1)[n+]1cccc(Br)c1 (stereo not given)
  A: 8; B: -0.1; C: 11; D: -0.6

CCn1c(Cc2ccccc2)nnc1SCC(=O)N1CCc2ccccc21
  A: -5; B: -0.1; C: -5; D: 1.2

CC(C)C(=O)N1c2ccccc2NC2=C(C(=O)CC(C)(C)C2)C1c1ccc(Br)s1 (stereo not given)
  A: 2; B: 0.1; C: -11; D: -1.0

Cc1ccc(-c2nnc(Cl)c3ccccc23)cc1S(=O)(=O)NC1CC(C)(C)NC(C)(C)C1
  A: 7; B: -0.2; C: -3; D: -1.8

CCN(c1ccccc1)S(=O)(=O)c1ccc(F)c(C(=O)Nc2cc(Cl)cc(Cl)c2)c1
  A: 8; B: 0.1; C: 7; D: 1.4

CCCCN(C)CC(C)(C)NS(=O)(=O)c1ccccc1
  A: -4; B: 0.2; C: 6; D: 2.7

CCOC(=O)c1ccccc1NC(=O)c1nccnc1C(=O)O
  A: -4; B: 0.0; C: -1; D: 1.0

Cc1cccc(OCC(=O)Nc2ccc3c(c2)OCCO3)c1
  A: -61; B: -0.1; C: 0; D: 0.8

Cc1cc(C)n(/N=C/c2cccc(Cl)c2)c(=O)c1C#N
  A: 4; B: 0.0; C: 10; D: -0.5

Cn1c(=O)c2c(nc(CN(Cc3ccccc3)Cc3ccccc3)n2CCCO)n(C)c1=O
  A: -8; B: -0.1; C: -4; D: -1.2

CCC(C)(C)NC(=O)C(c1cccnc1)N(C(=O)c1csnn1)c1ccc(C)cc1 (stereo not given)
  A: 1; B: -0.1; C: -14; D: -0.5

COc1ccc(NCCC(O)c2ccc(Cl)cc2)cc1 (stereo not given)
  A: -10; B: -0.1; C: -4; D: -0.4

COC1CCN(Cc2c(C(=O)N(C)CCc3ccccc3)nc3c(C)cccn23)CC1
  A: 2; B: -0.1; C: 7; D: 0.9

C[C@H]1O[C@H](O[C@H]2[C@H](O)[C@@H](O)[C@@H](O[C@H]3[C@H](O)[C@@H](O)C(O)O[C@@H]3CO)O[C@@H]2CO)[C@H](O)[C@@H](O)[C@@H]1N[C@H]1C=C(CO)[C@@H](O)[C@H](O)[C@H]1O (stereo not given in full)
  A: -9&6&-10; B: -0.1&-0.1&0.2&0.4; C: 1&-8&25&25; D: 3.7&-0.1&0.1&-1.2

Cc1ccccc1-n1c(C)cc(C=O)c1C
  A: 1; B: -0.1; C: -9; D: -0.2

CCCCCOC(=O)C1=C(C)NC2=C(C(=O)CC(C)(C)C2)C1c1ccccc1OC(C)C (stereo not given)
  A: -6; B: 0.1; C: 0; D: -0.6

O=C(Nc1ccc2c(c1)OCCO2)c1cc2c(s1)-c1ccccc1S(=O)(=O)C2
  A: -38; B: 0.2; C: 9; D: 1.2

O=C(NC1(Cc2ccccc2)N=C2C=CC=CN2C1=O)c1ccccc1 (stereo not given)
  A: -4; B: 0.3; C: 6; D: -0.1

COc1ccc(N2C(=O)CC(Sc3nc4c(cc3C#N)CCCCC4)C2=O)cc1 (stereo not given)
  A: 2; B: 0.0; C: 3; D: 0.4

O=C(NCc1cccnc1)c1cccc(-c2csc3ccccc23)c1
  A: 1; B: 0.1; C: 3; D: 1.0

CCOC(=O)c1ccc(N=C(C)c2c(-c3ccccc3)[nH]n(-c3nc4ccccc4s3)c2=O)cc1
  A: 5; B: 0.0; C: 3; D: -0.6

Cc1ccc2oc(-c3ccc(NC(=O)c4ccc(Cl)cc4)cc3)nc2c1
  A: -5; B: 0.6; C: 9; D: 0.8

c1cc(-n2cnc3c(Nc4ccc(N5CCOCC5)cc4)nc(NCCN4CCOCC4)nc32)cs1
  A: 45*; B: -0.2; C: 3; D: -0.2

Cc1ccc(/C=C2\N=C(c3cccc(Br)c3)OC2=O)o1
  A: -3; B: 0.4; C: 20; D: -0.3

Cc1cccc(CSCCNC(=O)C2CN(S(=O)(=O)c3ccccc3)CCN2S(=O)(=O)c2ccccc2)c1 (stereo not given)
  A: 6; B: 0.7; C: -2; D: -0.8

Cc1ncc2c(c1CNS(=O)(=O)Cc1ccccc1)CCN(C(=O)C1=CCCCC1)C2
  A: 10; B: -0.2; C: 6; D: 2.3

Cc1ccc(C)c(NC(=O)CSC2=C(C#N)C(c3ccccc3)CC(=O)N2)c1 (stereo not given)
  A: -9; B: -0.2; C: -2; D: -0.7

COc1ccc(C2=NC(C(F)(F)F)(C(F)(F)F)N=C(N3CCOCC3)O2)cc1
  A: 6; B: 0.1; C: 4; D: 0.6

Nc1cc([N+](=O)[O-])ccc1NC(=O)c1ccccc1
  A: -24; B: -0.1; C: 8; D: 0.6

COc1cccc(/C=N/Nc2nc3ccccc3s2)c1OC
  A: -68; B: 0.0; C: 10; D: 0.5

CC1CN(c2cc(=O)n(-c3ccccc3Cl)c(=O)[nH]2)CC(C)O1 (stereo not given)
  A: 2; B: 0.3; C: 6; D: -0.4

COc1cc(NCC2CC=CCC2)cc(OC)c1 (stereo not given)
  A: 2; B: 0.1; C: 24; D: 3.5

CCN(CC)CCN(C)Cc1ccccc1C
  A: 3; B: -0.2; C: 9; D: 5.0*

CCc1nn(CC(=O)N2CCOCC2)c(=O)c2cc3sc(C)cc3n12
  A: -2; B: 0.3; C: 25; D: -0.3

CC(NC(=O)Cc1ccccc1Cl)c1ccc(F)cc1 (stereo not given)
  A: -4; B: 0.3; C: 58*; D: -1.4

CCOC(=O)/C=C/C(=O)Nc1ccc(S(=O)(=O)Nc2cc(OC)nc(OC)n2)cc1
  A: -7; B: -0.1; C: 1; D: -0.3

Cc1nc2ccc3nc(NC(=O)c4cccc(Br)c4)sc3c2s1
  A: -8; B: 0.0; C: 6; D: -0.7

O=C(Cn1cnc2sc3c(c2c1=O)CCCC3)Nc1ccc(F)cc1Cl
  A: -5; B: 0.1; C: 2; D: 0.4

CS(=O)(=O)N(Cc1ccccc1)c1ccc(C(=O)Nc2ccc(S(=O)(=O)N3CCCCC3)cc2)cc1
  A: 9; B: -0.1; C: -11; D: -0.1

N#C/C(=C\c1ccccc1)C(=O)OCC(=O)Nc1cccc(Br)c1
  A: 4; B: 0.2; C: 19; D: 0.6

COc1ccc(N2CCN(C(=O)CCCN3C(=O)c4ccccc4C3=O)CC2)cc1
  A: -1; B: 0.1; C: 15; D: -1.9

COc1ccc2[nH]c(=O)c(CN(Cc3ccco3)C(=O)Nc3ccccc3OC)cc2c1
  A: -4; B: -0.1; C: 8; D: -1.0

CC(C)(C)C(=O)Nc1ccc(Cc2ccncc2)cc1
  A: -2; B: -0.1; C: 11; D: 1.1

CCN(Cc1ccccc1)C(=O)c1cc(S(=O)(=O)N2CCCCC2)c[nH]1
  A: 10; B: -0.1; C: 8; D: -1.3

Cc1nc2nc(CCc3ccccc3)[nH]n2c(=O)c1Cl
  A: 7; B: 0.1; C: 16; D: -0.7

CC(=O)N(Cc1cc2cc(C)cc(C)c2[nH]c1=O)CC1CCCO1 (stereo not given)
  A: 3; B: 0.1; C: 10; D: 0.5

CCN(CC)CCSc1nnc(CNC(=O)c2ccccc2)o1
  A: -3; B: -0.2; C: -9; D: -1.3

O=C(Nc1cccc(C(=O)N2CCN(Cc3ccccc3)CC2)c1)c1ccccc1
  A: -5; B: -0.3; C: -11; D: 0.6

(list continues)
Letters – A = TEAD-YAP block; B = FBW7 activator; C = MITF inh; D = GPR151 ag
COc1cc(S(=O)(=O)NCCC(C)C)ccc1-n1cnnn1
  A: 1; B: 0.2; C: 4; D: -0.6

Cc1ccc(NC(=O)c2ccc(NCCN3C(=O)CCC3=O)c([N+](=O)[O-])c2)cc1Cl
  A: 0; B: 0.1; C: -5; D: 4.0

O=C(CSc1ncn[nH]1)Nc1ccccc1F
  A: 8; B: 0.6; C: 10; D: 0.2

N#C/C(=C\c1ccccc1)C(=O)Nn1cnnc1
  A: 8; B: -0.1; C: 5; D: 0.5

Cc1nc2c3c(-c4ccccc4)nc(N4CCC(C)CC4)nc3nn2c(C)c1CCC(=O)O
  A: 3; B: 0.3; C: 22; D: 3.9

CCOC(=O)c1ccc(N2C(=O)CC(Sc3nnnn3-c3ccccc3)C2=O)cc1 (stereo not given)
  A: 3; B: 0.0; C: -5; D: 0.2

Cc1ccccc1NC(=O)CSc1ncnc2c1nnn2Cc1ccc(F)cc1
  A: 1; B: 0.1; C: 16; D: -0.4
